Source: PubChem BioAssay (National Center for Advancing Translational Sciences (NCATS))
KB-V1 cytotox: kills drug-selected multidrug resistant KB-V1 cells | KB-V1 MDR cells viability, CellTiter-Glo, 72 h | 400,000 tested, 3.4% active | AID 1347076 | Potency, µM (series often up to 46.1 µM), without a hit: at the top dose activity change, negative = cytotoxicity, actives largely listed as cytotoxic; also: % is scaled to controls: 0 for no effect and ±100 for the full control effect; nearly all actives have a fitted effect of over 60% in size
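KB-V1 MDR subline cells in DMEM (phenol-red free, 10% FBS) exposed to compounds in qHTS concentration series for 72 h at 37 degrees C. Viability read by CellTiter-Glo luminescence; concentration-effect curves fitted after normalization and correction.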
KB-3-1 tox: KB-3-1 parental cell cytotoxicity; KB-3-1 viability, CellTiter-Glo ATP luminescence, 72 h; Potency, µM (doses to about 46.1 µM), for the others: at the highest dose activity change, negative = cytotoxic, actives largely listed as cytotoxic; 400,000 tested, 1.4% active; AID 1347075; also: % is scaled to controls: 0 for no effect and ±100 for the full control effect; nearly all actives have a fitted effect of over 60% in size
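Viability of parental KB-3-1 cells, measured by CellTiter-Glo luminescence, followed a 72 h incubation at 37 °C with pinned compounds in phenol-red-free DMEM containing 10% FBS.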
SW480 rerep: DNA re-replication induction in SW480 cells; SW480 DNA re-replication, Hoechst DNA content imaging, 48 h; Potency, µM (top dose mostly 46.1 µM), without a hit: top-dose re-replication activation, actives largely listed as activators; 340,000 tested, 1.8% active; AID 624297; also: % of control where 0% means no effect; nearly all actives have a fitted effect of over 55% in size
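First, 250 cells per well were seeded. Next, compound or vehicle (23 nL) was pinned in, plates sat 48 hr at 37 C. Finally Hoechst was added for 40 min before fluorescence scanning.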
GLP1R inv ag: acts as inverse agonist at human GLP-1 receptor | HEK293 GLP-1R CRE-luciferase, luminescence, 24 h; GLP-1R form is constitutively active | Potency, µM (highest dose often 38.3 µM), for the others: top-dose activity change, negative = inhibition, hits mostly inhibitors | 410,000 tested, 1.6% active; also: % is scaled to controls: 0 for no effect and ±100 for the full control effect; nearly all actives have a fitted effect of over 55% in size
Target sequence (P43220 whole entry, looked up): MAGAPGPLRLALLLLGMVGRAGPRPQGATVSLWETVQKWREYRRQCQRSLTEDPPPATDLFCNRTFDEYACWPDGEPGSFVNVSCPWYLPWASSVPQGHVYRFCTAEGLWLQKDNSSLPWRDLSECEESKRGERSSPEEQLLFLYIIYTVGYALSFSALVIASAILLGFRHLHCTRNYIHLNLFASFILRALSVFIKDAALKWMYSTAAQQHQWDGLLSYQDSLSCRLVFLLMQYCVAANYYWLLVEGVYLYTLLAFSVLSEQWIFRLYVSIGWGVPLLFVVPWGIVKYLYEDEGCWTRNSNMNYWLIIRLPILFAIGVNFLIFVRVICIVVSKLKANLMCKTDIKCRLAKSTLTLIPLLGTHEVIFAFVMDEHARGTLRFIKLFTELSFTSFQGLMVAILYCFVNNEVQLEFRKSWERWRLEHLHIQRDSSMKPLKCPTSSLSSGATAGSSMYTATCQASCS
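Stable HEK293 clone (constitutively active GLP-1R + cAMP-response luciferase); 200 cells/uL plated, 12 h pre-culture, compound 24 hr, 37 deg C/5% CO2; detection reagent 12 min RT; luminescence.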
TDP43 rescue: rescues yeast growth from TDP-43 toxicity. 410,000 tested, 1.8% active. Potency, µM (titrated, usually from 46.1 µM), without a hit: at the highest dose growth rescue (activation), usual class: activators. TDP-43 expressing yeast growth rescue, BacTiter-Glo, 24 h; also: % of control where 0% means no effect; nearly all actives have a fitted effect of over 50% in size
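Cell-based yeast growth screen: TDP-43 expression induced in galactose, inoculum OD600=0.02 after raffinose pregrowth to mid-log. Read-out BacTiter-Glo luminescence at 24 hr, 30 deg C; inhibition of toxicity seen as signal increase.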
HT1080-NT tox: kills 2HG-producing HT-1080-NT fibrosarcoma cells | HT-1080-NT fibrosarcoma viability, CellTiter-Glo ATP luminescence, 48 h | Potency, µM (titrated, usually from 46.1 µM), for the others: top-dose activity, negative = less viability, actives largely listed as cytotoxic | 360,000 tested, 1.6% active;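 also: NT is the 2HG producing partner of a matched IDH1 knockdown line; 0% = DMSO-treated cells and -100% = media-only wells without cells; nearly all actives have a fitted effect of over 55% in size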
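Toxicity toward the 2HG-producing NT line was scored as %Activity, normalised to DMSO and no-cell wells, from CellTiter-Glo luminescence after 48 hours' treatment.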
GLP-1R agonist: activates the human GLP-1 receptor | HEK293 GLP-1R CRE-luciferase, luminescence, 4-6 h; cells express a hypersensitive GLP-1R form | 380,000 tested, 0.007% active | AID 624172 | P43220 | Potency, µM (doses to about 45.6 µM), for inactives: at the top dose activation, usual class: activators; also: % of control where 0% means no effect
HT1080 IDH1KD tx: kills HT-1080 cells with IDH1 knockdown. HT-1080 IDH1 knockdown viability, ATP luminescence, 48 h. Potency, µM (highest dose often 46.1 µM), without a hit: top-dose activity, negative = toxicity, most hits filed as cytotoxic. 360,000 tested, 2% active. AID 686971;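 also: 0% = DMSO wells and -100% = cell-free medium wells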
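IDH1KD HT-1080 cells, 750/well, RPMI + 5% FBS; compound pinned after 2 h settling; 48 h, 37 °C; CellTiter-Glo luminescence; % activity normalised to DMSO and no-cell wells; curves fitted, classed by r2 and efficacy.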
HEK293 tox: cytotoxicity counter-screen for GLP-1 receptor inverse agonists. HEK293 cAMP-luciferase reporter cells, luminescence, 24 h. Potency, µM (doses to about 38.3 µM), without a hit: top-dose activity change, negative = inhibition, hits mostly inhibitors. 410,000 tested, 0.13% active;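 also: loss of luciferase light is scored as toxicity; % is scaled to controls: 0 for no effect and ±100 for the full control effect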
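MLSMR compounds, 24 hr on cells at 37 deg C/5% CO2; luminescence after luciferase reagent (12 min RT). Inhibition counted as the undesired cytotoxic outcome.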
Active calls of the source: *; ? = inconclusive; . = no result given; [ ] = remark or other dose. Calls follow the shape of the dose curve; as a rule, active = well fitted curve in the direction sought with a large enough effect; inconclusive = small, poorly fitted or top-dose-only effect, or another doubt; inactive = no such curve, though single readings can be large; an effect the other way counts as inactive or inconclusive. Potency is read from the fitted curve at half-maximal effect. Not a hit list; 9.4% or so of the library scored in one or more.

SMILES	KB-V1 cytotox	KB-3-1 tox	SW480 rerep	GLP1R inv ag	TDP43 rescue	HT1080-NT tox	GLP-1R agonist	HT1080 IDH1KD tx	HEK293 tox
COc1ccc(/C=C/C(=O)Nc2sc3c(c2C(=O)NCc2cccnc2)CCCC3)cc1	-24%	11%	-16%	0%	30%	-4%	-4%	-7%	-8%
Cc1ccc(CNC(=O)CN2CCN(Cc3ccc(C)cc3)C2=O)cc1	-5%	2%	-4%	?	2%	6%	1%	5%	-13%
S=C(NCc1ccc2c(c1)OCO2)Nc1ccc(-c2nc3ccccc3[nH]2)cc1	-2%	-17%	12%	?	9%	?	-26%	?	?
COc1ccc(-c2csc(-c3ccccc3)n2)c(OC)c1	1%	-8%	?	-5%	?	-6%	7%	-12%	18%
CC1(C(=O)NCCC(F)(F)F)Cc2c(-c3cccc(C(N)=O)c3)ccnc2O1 (stereo not given)	0%	-5%	.	-13%	-38%[inhibitor]	?	-4%	?	-28%
COc1ccccc1CNC(=O)Cc1ccc(C)cc1	-11%	4%	-114%	?	28%	2%	0%	4%	-12%
Cn1c(N)c(C(=O)COC(=O)CCc2nc3ccccc3s2)c(=O)n(C)c1=O	-3%	-2%	1%	5%	-18%	-4%	13%	-11%	8%
COc1ccc(-c2nn(-c3ccccc3)cc2N)cc1	5%	6%	2%	11%	13%	2%	2%	0%	-2%
Clc1ccc(OCCCCCN2CCCC2)c(Br)c1	?	-22%	?	?	-15%	?	1%	?	?
NNC(=O)c1nc[nH]c1C(=O)Nc1ccccn1	23%	-1%	2%	2%	14%	0%	4%	5%	-17%
S=c1[nH]nc(CCSCc2ccccc2)n1-c1ccccc1	?	1%	-7%	2%	20%	-5%	-1%	6%	6%
NNc1nc2ccc(Cl)cc2s1	?	?	?	?	24%	?	-10%	-4%	?
COc1cc(/C=C(\C#N)c2ccccn2)ccc1OCc1ccccc1	-6%	10%	0%	-6%	13%	1%	12%	5%	15%
COc1ccc(NC(=O)c2cccc(S(=O)(=O)N3CCN(c4ccccc4)CC3)c2)c(OC)c1	.	.	-4%	-13%	7%	-4%	-4%	0%	0%
COc1ccc(-n2c(C)c(C(C)=O)c(C(C)=O)c2C)cc1	?	0%	5%	-13%	2%	-3%	-4%	-3%	1%
O=C(Cc1ccccc1)N[C@@H](Cc1ccccc1)C(=O)O	-4%	5%	1%	9%	13%	8%	0%	11%	5%
O=Cc1cn(CC(=O)Nc2ccc(F)cc2)c2ccccc12	?	-4%	?	-6%	-20%	-9%	3%	-6%	4%
c1ccc2c(c1)Sc1ccccc1-n1cnnc1-2	-5%	0%	-5%[9.22 µM]	71%[activator]	-12%	-6%	6%	4%	10%
COc1ccc(S(=O)(=O)N2CCOCC2)cc1NC(=O)CSc1nnc(C2CC2)n1C1CC1	0%	-13%	?	-3%	5%	7%[9.24 µM]	-2%	1%	-19%
O=C(Nc1cc(C(F)(F)F)ccc1Cl)C(Sc1nnc(-c2cccs2)o1)c1ccccc1 (stereo not given)	-24%	-15%	.	11%	24%	-11%	-12%	-21%	2%
COc1ccc(OC)c(C2CC(=O)c3c([nH]c(C(=O)OCC4CCCCC4)c3C)C2)c1 (stereo not given)	7%	2%	.	?	2%	.	.	.	-8%
C/C(=N\Nc1ccc([N+](=O)[O-])cc1[N+](=O)[O-])C(C)(C)C(C(=O)O)C(=O)O	28%	17%	0%	8%	-1%	0%	7%	2%	-15%
Cc1ccc(Cl)cc1NC(=O)CC(O)(C(F)(F)F)C(F)(F)F	21µM*	?	18µM*	?	-20%	20µM*	-1%	?	-22%
COc1ccccc1C1CN(c2ccc(F)cc2F)N=C1c1cccs1 (stereo not given)	12%	2%	3%	?	-17%	-14%	-5%	-11%	479%[activator]
COc1ccc(C(C)C)cc1S(=O)(=O)NCCc1c(C)[nH]c2ccc(C)cc12	-14%	8%	.	11µM*	?	.	.	.	2%
O=S(=O)(c1ccc(Cl)cc1)c1nnn2c1nc(NCc1ccc3c(c1)OCO3)c1sccc12	?	-5%	.	10%	7%	.	.	.	2%
CC(C)=C1C2CCC1C1C(=O)N(c3nc(-c4ccc(C(C)C)cc4)c(C)s3)C(=O)C21 (stereo not given)	?	?	9%	?	0%	13%	4%	6%	-14%
COc1ccc(Nc2nc(N3CCCCC3)nc(N3CCCCC3)n2)c(OC)c1	1%	-19%	-8%	0%	-20%	6%[9.24 µM]	-8%	-20%	-1%
O=C(NCC1CC1)NC(=O)c1ccccc1F	-16%	1%	.	20%	-22%	0%	-1%	12%	1%
Cc1ccccc1CSc1nnc(C)c(=O)[nH]1	?	4%	-3%	12%	34%	23%	-5%	5%	-11%
COc1cc(/C=C/C(=O)OC[C@H]2O[C@H](OC3(CO)OC(CO)C(O)C3O)[C@H](O)[C@@H](O)[C@@H]2O)ccc1O (stereo not given in full)	4%	11%	14%	6%	5%	-3%	-5%	-6%	15%
CCCN1C(=O)c2cc(C(=O)NC3CCCCCC3)ccc2C1O (stereo not given)	-5%	-5%	3%	?	2%	-15%	-1%	-7%	4%
CC(=O)N(C(C)=O)c1cccc2c(N(C(C)=O)C(C)=O)cccc12	12%	-6%	-21%	1%	15%	2%	0%	0%	1%
Cc1cc(SCC(=O)NCCC2=CCCCC2)nc2ccccc12	?	-4%	5%	0%	?	-2%	1%	-2%	14%
COc1ccc2c(c1)c1c(c(=O)n(-c3ccc(OC)c(OC)c3)c(=O)n1Cc1ccc(F)cc1)n2C	8%	?	.	7%	17%	.	-1%	.	-7%
O=c1cc(Cl)c2ccccc2n1-c1ccccc1	-1%	4%	11%	9%	6%	0%	24%	-17%	2%
Cc1ccc(NC(=O)CCS(=O)(=O)c2ccc3c(c2)oc(=O)n3C)c(Br)c1	-18%	10%	.	3%	0%	.	.	.	-8%
Cc1noc(C)c1COc1ccccc1C(=O)N(C)CC(=O)Nc1ccc(Cl)c(Cl)c1	?	-11%	3%	10µM*	-2%	-5%	1%	-11%	-10%
O=C(COC(=O)C1=NN(c2ccccc2)C(=O)CC1)Nc1nc(-c2ccc(F)cc2)cs1	0%	1%	?	-4%	1%	-6%	-9%	-17%	-9%
O=C(O)CN1C(=O)S/C(=C\c2cccnc2)C1=O	20%	3%	?	3%	-1%	2%	-1%	1%	6%
COC(=O)CSc1nc(N)c2c3c(sc2n1)CCCC3	23%	1%	-3%	2%	?	16%	?	8%	-9%
O=C(CCc1nnc(-c2ccsc2)o1)N1CCc2c(Cl)cccc2C1	9%	1%	-4%	2%	?	7%	5%	0%	3%
Cc1cnc(N=Nc2ccccc2)[nH]1	11%	5%	?	?	-41%[inhibitor]	4%	11%	?	-2%
COc1ccc(Nc2ncnc3onc(-c4ccc(Cl)cc4)c23)cc1Cl	-22%	10µM*	.	?	15%	.	1%	.	-26%
COc1ccc(NC(=O)c2ccc3c(c2)C(=O)N(CC2CCCO2)C3=O)cc1 (stereo not given)	29%	?	-21%	-6%	-8%	16%	14%	10%	-1%
CC(O)C(NS(=O)(=O)c1ccc2ccccc2c1)C(=O)OCC(=O)Nc1ccccc1OC(F)F (stereo not given)	-6%	8%	-6%	-13%	10%	-8%	4%	1%	-3%
COc1ccc(OC)c(S(=O)(=O)Nc2cccc(F)c2)c1	?	7%	-4%	-2%	4%	4%	17%	4%	-13%
COC(=O)C(Cc1ccc(OC(=O)c2ccccc2C)cc1)N1Cc2ccccc2C1=O (stereo not given)	-9%	-17%	-2%	?	-1%	-5%	9%	-6%	-15%
O=C(O)CC1=C(Nc2ccccc2)C(=O)N(c2ccccc2)C1c1ccc(Cl)cc1 (stereo not given)	-4%	-1%	4%	?	3%	5%	-4%	1%	-21%
CO/C(N)=C(\C#N)N=Cc1ccccc1Cl	-4%	16%	-70%[inhibitor]	8%	-69%[inhibitor]	12%	9%	0%	-25%
O=C(NCc1ccc(F)cc1)c1cc2c(s1)CCCC2	9%	-1%	-1%	-10%	?	5%	13%	2%	-16%
Cc1ccccc1Cn1nnc2c(=O)[nH]c(C3CCN(C(=O)c4ccccc4)CC3)nc21	0%	-6%	.	25%	-9%	.	.	.	-17%
COc1ccc(C(=O)OC(C)C(=O)NC2CCCc3ccccc32)cc1OC (stereo not given)	-17%	-7%	-19%	21%	12%	4%	8%	-1%	2%
CCn1cc(C(=O)N[C@@H](C)C(=O)OC)c(=O)c2cc3c(cc21)OCO3	3%	2%	-6%	24%	10%	2%	-1%	18%	1%
CC(C)Cn1c(-c2ccccc2F)n[nH]c1=S	10%	13%	-4%	-5%	17%	10%	-10%	6%	-8%
COc1cc([N+](=O)[O-])ccc1NC(=O)CSc1nnc(C)c(C)n1	-17%	-11%	-2%	11%	30%	-16%	12%	-23%	-16%
CCOC(=O)C(=Cc1ccc(-n2cncn2)cc1)C(=O)OCC	-21%	?	16µM*	?	-5%[0.397 µM]	16µM*	-9%	5.2µM*	?

4 records drawn at random from those above:
SMILES	KB-V1 cytotox	KB-3-1 tox	SW480 rerep	GLP1R inv ag	TDP43 rescue	HT1080-NT tox	GLP-1R agonist	HT1080 IDH1KD tx	HEK293 tox
CCn1cc(C(=O)N[C@@H](C)C(=O)OC)c(=O)c2cc3c(cc21)OCO3	3%	2%	-6%	24%	10%	2%	-1%	18%	1%
COc1cc([N+](=O)[O-])ccc1NC(=O)CSc1nnc(C)c(C)n1	-17%	-11%	-2%	11%	30%	-16%	12%	-23%	-16%
CO/C(N)=C(\C#N)N=Cc1ccccc1Cl	-4%	16%	-70%[inhibitor]	8%	-69%[inhibitor]	12%	9%	0%	-25%
Cc1ccccc1Cn1nnc2c(=O)[nH]c(C3CCN(C(=O)c4ccccc4)CC3)nc21	0%	-6%	.	25%	-9%	.	.	.	-17%
